APP transl inh – APP translation inhibition | SH-SY5Y APP 5'UTR-luciferase reporter, luminescence | inhibition, % at 2 µM | hit rate 0.82% among 190,000 | AID 1285;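 active means inhibition above a set limit, derived from the sample mean plus 3 SD, cut at about 45% in these data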; further: values of inactives mirror those of a sister screen read the other way
STAT3 activator – STAT3 signaling activation | U3A cells, IL-6 STAT3-luciferase reporter, luminescence; 100% = signal with IL-6 EC80 alone | activation (% of control), % at 5.6 µM | hit rate 0.91% among 190,000;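 active means activation above the screen-wide mean of compound activation plus 3 SD, cut at about 130% in these data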;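 further: 0% = background luminescence of wells with medium and substrate only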
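system = STAT3-luciferase reporter U3A cells | reagent = IL-6 stimulus at 33 ng/mL final | timing = 1 h compound pre-exposure, 6 h IL-6 stimulation, 37 °C | measured by = luminescence | evaluation = % activation versus median of IL-6-stimulated wells | control set = IL-6-only wells as 100% reference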
STAT3 inh – inhibitors of IL-6 induced STAT3 signaling. U3A cells, IL-6 STAT3-luciferase reporter, luminescence; host cell line lacks STAT1. hit rate 0.89% among 190,000. inhibition, % at 5.5 µM;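 active means inhibition above the mean inhibition across all screened compounds plus 3 SD, cut at about 44% in these data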;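 further: 0% = DMSO only wells and 100% = 100 µM nifuroxazide control wells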
G6PDH CS – inhibits Leuconostoc G6PDH, flagging false hits in G6PDH-based assays; Purified L. mesenteroides G6PDH, diaphorase/resazurin coupled fluorescence, 45 min; inhibition, % at 5 µM; hit rate 0.12% among 200,000; AID 1020; in the data active means inhibition above about 50%
Diaph act CS – diaphorase activation or chemical reduction counter-screen; hit rate 0.005% among 190,000; Diaphorase/resazurin coupled assay, resorufin fluorescence, 16 min; stronger effect = higher value; 1 = vehicle wells, 0 = NADH-free wells; activation factor at 20 µM;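 active means diaphorase activity raised at least twofold by the compound at 20 µM; inactive means activation factor below 2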
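Assay system: bacterial diaphorase enzyme (C. kluyveri) / Input: enzyme 0.07 U/mL final / Medium: 50 mM HEPES pH 7.4 with 4.542 mM MgCl2, 0.005% Tween 20 / Doses: single compound dose of 20 µM, 1% DMSO final / Incubation: 16 min enzyme reaction, ambient temperature / Signal: fluorescence, excitation 544 nm and emission 590 nm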
TLR4 MyD88 comp – blocks binding of human TLR4 to MyD88. O00206+Q99836. HeLa CL3-4 TLR4/MyD88 BLA complementation, FRET ratio. inhibition, % at 8.4 µM. hit rate 0.18% among 200,000. AID 861; in the data active means inhibition above about 25%;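 further: 0% = vehicle and 100% = reference inhibitor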
Hsp70 act – switches on Hsp70 transcription; AID 1203; hit rate 0.04% among 200,000; activation, % at 10 µM; HeLa Hsp70 promoter luciferase reporter, luminescence; scaled: vehicle 0, proteasome-inhibitor control 100%;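 active means activation above the mean across all tested compounds plus 3 SD, cutoff set per campaign, cut at about 5.5% in these data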;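 further: 100% = MG132 at 30 µM as the positive control and 0% = DMSO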
STAT1 inh – inhibitors of IFN-gamma induced STAT1 signaling | AID 920 | inhibition, % at 5.5 µM | NIH 3T3 STAT1-luciferase reporter, luminescence | hit rate 0.35% among 200,000;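 active means inhibition above a set limit, the mean inhibition across all tested compounds plus 3 SD, cut at about 34% in these data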;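 further: 0% = IFN-gamma with DMSO and 100% = IFN-gamma with 300 µM nifuroxazide; values of inactives mirror those of a sister screen read the other way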
STAT1 activator – activators of IFN-gamma induced STAT1 signaling; NIH 3T3 STAT1-luciferase reporter, luminescence; 100% = IFN-gamma alone, no compound; activation (% of control), % at 5.5 µM; hit rate 2.6% among 200,000; AID 932;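 active means activation above the screen-wide mean activation plus 3 SD, cut at about 130% in these data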;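 further: raw ratio to IFN-gamma control signal so 100% means no change and 0% no light; values of inactives mirror those of a sister screen read the other way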
Diaphorase inh – diaphorase inhibition or chemical oxidation counter-screen. hit rate 0.69% among 190,000. AID 1217. diaphorase resazurin-to-resorufin fluorescence, NADH, 16 min; bacterial (C. kluyveri) enzyme, not human. inhibition, % at 20 µM;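 active means primary screen inhibition at 20 µM above a set limit, cut at about 50% in these data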;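 further: plate controls were DMSO with full reaction for no effect and wells lacking NADH for full effect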
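Assay system: diaphorase enzyme from Clostridium kluyveri; Input: enzyme working solution with 0.14 U/mL diaphorase; Timing: 16 min at room temperature; Technique: resorufin fluorescence, excitation 544 nm, emission 590 nm; Benchmarks: positive control minus NADH, DMSO neutral control.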
* marks the source's active call; other numbers are inactive results; x = not tested or not shown.

SMILES	APP transl inh	STAT3 activator	STAT3 inh	G6PDH CS	Diaph act CS	TLR4 MyD88 comp	Hsp70 act	STAT1 inh	STAT1 activator	Diaphorase inh
O=C1CCCN1c1ccc(S(=O)(=O)N2CCN(c3ccccn3)CC2)cc1	-10	78	29	-7	0.9	19	0.3	6	93	6
O=C(COc1ccccc1)NCC(=O)Nc1cccc2ccccc12	-1	103	-3	11	0.9	-5	-0.6	1	99	8
Cn1c(SCC(=O)NCC2CCCO2)nnc1-c1ccc(S(=O)(=O)N2CCCC2)cc1 (configuration not stated)	-16	98	6	-3	0.9	8	-0.1	-1	101	13
C=CCn1cc(/C=N/Nc2nc3ccccc3[nH]2)c2ccccc21	-40	115	-20	-11	1	14	-0.3	-16	114	4
O=C(c1ccccc1)N1CCCC(c2nc3c(nnn3Cc3ccccc3)c(=O)[nH]2)C1 (configuration not stated)	5	148*	-52	-13	1	-1	0.5	-3	103	1
Cn1c(=O)c(-c2cc(Br)ccc2N)nc2ccccc21	-66	164*	-64	2	0.9	12	-0.2	14	87	8
CC(C)Cn1ccc(=O)n(CC(C)C)c1=O	15	99	3	17	0.9	-7	-0.3	-9	108	12
COc1ccc(CC2SC(=Nc3ccc(F)cc3)NC2=O)cc1 (configuration not stated)	-4	106	-6	10	0.8	-7	-0.2	-1	100	19
COc1ccccc1OC(=O)CCN1c2ccccc2Sc2ccccc21	8	107	-8	12	0.8	-14	-0.3	2	98	19
Cc1nnc2ccc(-c3cccc(NC(=O)c4ccc(Br)o4)c3)nn12	-4	82	28	2	0.8	-1	-0.2	20	81	18
O=C(CN1C(=O)CSc2ccc(S(=O)(=O)N3CCCCC3)cc21)NCc1cccnc1	22	100	3	12	0.9	-5	-0.3	5	95	14
COc1ccc2c(c1)C(=O)N(c1ccccc1)C(=O)C2	0	100	3	13	1.1	22	-0.3	9	92	-15
Cc1cccc(CN2C(=O)N/C(=C/c3cc(C)n(-c4cc(C)ccn4)c3C)C2=O)c1	-2	100	6	3	0.9	10	-0.3	-4	104	12
COc1ccc(/C=N/NC(=O)c2cccc([N+](=O)[O-])c2)cc1OC(=O)c1ccccc1	-2	109	-5	-6	0.8	9	-0.2	-2	102	24
Cc1ccc(C)c(NC(=O)/C(C#N)=C/c2cn(CC(=O)NCc3ccco3)c3ccccc23)c1	3	107	-5	-18	1	-3	-0.4	7	93	3
c1ccc(-c2nnnc3ccccc23)cc1	5	101	2	4	0.9	-7	-0.3	3	97	5
O=C(Cc1ccccc1F)Nc1ccccc1-c1ccccc1	-29	112	-8	-2	1	5	-0.2	-13	112	-3
O=C(Nc1ccccc1Br)C1CC(=O)N(c2ccc3c4c(cccc24)CC3)C1 (configuration not stated)	-1	101	-2	0	0.9	3	0.1	-8	107	14
O=S(=O)(NCCCc1ccccc1)c1ccccc1	-3	97	0	2	1	-9	-0.2	6	94	2
CNC(=O)COC(=O)/C=C/c1c(C)nn(-c2ccccc2)c1C	11	103	-1	-11	0.9	10	0.1	5	96	7
COc1cccc(C2c3[nH]c4ccccc4c3CCN2Cc2cccn2-c2ncccn2)c1 (configuration not stated)	-9	133*	-31	2	0.7	-2	-0.2	-1	101	29
CC1(C)CC(=O)C(C=Nc2ccccc2C(=O)O)=C(O)C1	-12	92	14	2	0.9	1	0.0	2	99	12
COc1ccccc1Nc1nc(N)nc(CN2CCOCC2)n1	x	105	3	1	0.9	-2	0.0	2	98	8

Records above marked active in STAT3 activator.
compound | APP transl inh | STAT3 activator | G6PDH CS | TLR4 MyD88 comp | Hsp70 act | STAT1 inh | STAT1 activator
O=C(c1ccccc1)N1CCCC(c2nc3c(nnn3Cc3ccccc3)c(=O)[nH]2)C1 (configuration not stated) | 5 | 148* | -13 | -1 | 0.5 | -3 | 103
Cn1c(=O)c(-c2cc(Br)ccc2N)nc2ccccc21 | -66 | 164* | 2 | 12 | -0.2 | 14 | 87
COc1cccc(C2c3[nH]c4ccccc4c3CCN2Cc2cccn2-c2ncccn2)c1 (configuration not stated) | -9 | 133* | 2 | -2 | -0.2 | -1 | 101

2 entries drawn at random from those above:
SMILES	APP transl inh	STAT3 activator	STAT3 inh	G6PDH CS	Diaph act CS	TLR4 MyD88 comp	Hsp70 act	STAT1 inh	STAT1 activator	Diaphorase inh
O=C(Nc1ccccc1Br)C1CC(=O)N(c2ccc3c4c(cccc24)CC3)C1 (configuration not stated)	-1	101	-2	0	0.9	3	0.1	-8	107	14
COc1ccc(/C=N/NC(=O)c2cccc([N+](=O)[O-])c2)cc1OC(=O)c1ccccc1	-2	109	-5	-6	0.8	9	-0.2	-2	102	24

Limited to G6PDH CS, STAT3 inh and STAT1 inh (2 entries from above):
| canonical_smiles | G6PDH CS | STAT3 inh | STAT1 inh |
| --- | --- | --- | --- |
| CNC(=O)COC(=O)/C=C/c1c(C)nn(-c2ccccc2)c1C | -11 | -1 | 5 |
| COc1cccc(C2c3[nH]c4ccccc4c3CCN2Cc2cccn2-c2ncccn2)c1 (configuration not stated) | 2 | -31 | -1 |

Ordered by the number under STAT1 inh (low to high): six of the compounds above
SMILES	APP transl inh	STAT3 activator	G6PDH CS	TLR4 MyD88 comp	Hsp70 act	STAT1 inh	STAT1 activator
COc1cccc(C2c3[nH]c4ccccc4c3CCN2Cc2cccn2-c2ncccn2)c1 (configuration not stated)	-9	133*	2	-2	-0.2	-1	101
O=C(COc1ccccc1)NCC(=O)Nc1cccc2ccccc12	-1	103	11	-5	-0.6	1	99
COc1ccccc1OC(=O)CCN1c2ccccc2Sc2ccccc21	8	107	12	-14	-0.3	2	98
O=C(CN1C(=O)CSc2ccc(S(=O)(=O)N3CCCCC3)cc21)NCc1cccnc1	22	100	12	-5	-0.3	5	95
O=S(=O)(NCCCc1ccccc1)c1ccccc1	-3	97	2	-9	-0.2	6	94
Cc1nnc2ccc(-c3cccc(NC(=O)c4ccc(Br)o4)c3)nn12	-4	82	2	-1	-0.2	20	81

Source: PubChem (several laboratories)
